PI4K2A block – blocks human PI4K2A kinase activity; activity change, negative = inhibition, % at 76.9 µM; purified PI4K2A, ADP-Glo luminescence, 1 h; stronger effect = lower value; 420,000 compounds, 0.13% hits; AID 1346378; Q9BTU6; in the data active means activity change below about -50%; inconclusive means mostly about -30% to -49%;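 further: -100% = wells without enzyme as full effect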
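Compounds are screened against recombinant PI4K2A using PI as substrate and ATP, the latter dispensed at 300 microM. Reactions run one hour at ambient temperature before ADP-Glo detection; full inhibition defined by wells lacking enzyme.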
GLS inh – inhibitors of human glutaminase (GLS); 410,000 compounds, 0.21% hits; GLS enzymatic activity, qHTS titration; Potency, µM (highest dose often 45.5 µM), for the others: at the highest dose activity change, negative = inhibition, hits mostly inhibitors; AID 624170; O94925; further: potency means the concentration at half of the fitted maximal effect; on the % scale 0 is the no-effect control and ±100 the full control effect
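Read-out is an Amplex red fluorescence increase coupled through glutamate oxidase and HRP, measured before and after 30 min room-temperature incubation. hKGA is in 45 mM KH2PO4 (pH 8.2) with 0.02% Tween-20; glutamine added as 1mM solution.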
Pin1 inh – inhibitors of human Pin1; Pin1 FP peptide displacement, HiFluor488, 10 min; 390,000 compounds, 0.009% hits; AID 504891; Potency, µM (titrated, usually from 115 µM), for inactives: top-dose activity, negative = inhibition, actives largely listed as inhibitors; Q13526; active means well fitted inhibition curve with a large enough effect in the polarisation, with a control signal flat, not every such curve was filed as active; inconclusive means small, poorly fitted or top-dose-only effect, or effect the other way, or a change in a side signal; inactive means no such curve, though single readings can be large or run the other way; the % refers to the polarisation; further: potency means the concentration at half of the fitted maximal effect; on the % scale 0 is the no-effect control and ±100 the full control effect
PGK inhibitor – T. brucei PGK inhibition | PGK/GAPDH coupled, Kinase-Glo luminescence, 60 min | 380,000 compounds, 0.043% hits | AID 602233 | P07378 | Potency, µM (highest dose often 57.5 µM), without a hit: top-dose activity change, negative = inhibition, usual class: inhibitors; further: potency means the concentration at half of the fitted maximal effect; on the % scale 0 is the no-effect control and ±100 the full control effect; nearly all actives have a fitted effect of over 60% in size
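Luminescent ATP detection (Kinase-Glo Plus) follows a 60-minute room-temperature incubation, with wells lacking PGK as controls. Buffer: 100 mM TEA (pH 7.6), 5 mM MgCl2, 0.01% Tween-20. Coupling enzyme GAPDH (100 nM final) supplies unstable 1,3-BPG in-well.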
HP1b binding inh – blocks HP1-beta chromodomain binding to methylated histone tails; P83916; Potency, µM (highest dose often 114 µM), for the others: at the highest dose activity change, negative = inhibition, usual class: inhibitors; AlphaScreen HP1-beta / biotin-H3K9me3 peptide binding; 390,000 compounds, 0.56% hits; further: potency means the concentration at half of the fitted maximal effect; nearly all actives have a fitted effect of over 70% in size; inactives centre near 23
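Compound inhibition of the preformed complex between 50 nM HP1-beta and 50 nM biotinylated H3K9me3 peptide was read by AlphaScreen. Buffer was PBS pH 7.4 with 0.01% Tween-20. Incubations ran 30 min at room temperature, with 10 ug/mL donor/acceptor beads.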
mIDH1 inhibitor – human IDH1 R132H inhibition. IDH1-R132H enzyme, NADPH consumption, diaphorase/resazurin fluorescence. 390,000 compounds, 0.093% hits. O75874. Potency, µM (titrated, usually from 76.6 µM), without a hit: at the highest dose activity change, negative = inhibition, actives largely listed as inhibitors; further: potency means the concentration at half of the fitted maximal effect; on the % scale 0 is the no-effect control and ±100 the full control effect; nearly all actives have a fitted effect of over 65% in size
Target sequence (O75874 whole entry R132H, stated change not applied): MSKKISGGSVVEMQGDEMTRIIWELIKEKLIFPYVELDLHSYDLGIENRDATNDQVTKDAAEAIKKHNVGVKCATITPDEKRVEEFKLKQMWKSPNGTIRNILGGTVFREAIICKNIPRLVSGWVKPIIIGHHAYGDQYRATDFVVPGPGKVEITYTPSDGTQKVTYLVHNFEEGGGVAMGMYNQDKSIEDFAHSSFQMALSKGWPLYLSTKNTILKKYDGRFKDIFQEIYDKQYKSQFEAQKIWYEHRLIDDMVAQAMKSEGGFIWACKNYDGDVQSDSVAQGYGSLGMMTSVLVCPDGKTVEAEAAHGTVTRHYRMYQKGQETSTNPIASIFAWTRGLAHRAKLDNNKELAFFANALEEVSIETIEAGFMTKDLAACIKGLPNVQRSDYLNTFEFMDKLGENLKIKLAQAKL
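IDH1-R132H (0.5 ug/mL dispensed) in pH 7.5 Tris buffer was preincubated 30 min with compound, then given a substrate mix of 0.016 mM NADPH and 2 mM alpha-KG for 80 min at room temperature; remaining NADPH was read by diaphorase/resazurin fluorescence.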
rTrxR1 inhibitor – inhibitors of rat thioredoxin reductase 1; recombinant rTrxR1, NADPH fluorescence consumption, selenite substrate; O89049; Potency, µM (titrated, usually from 114 µM), for inactives: at the top dose activity change, negative = inhibition, usual class: inhibitors; 390,000 compounds, 1% hits; further: potency means the concentration at half of the fitted maximal effect; on the % scale 0 is the no-effect control and ±100 the full control effect; nearly all actives have a fitted effect of over 65% in size
Target sequence (O89049 whole entry, looked up): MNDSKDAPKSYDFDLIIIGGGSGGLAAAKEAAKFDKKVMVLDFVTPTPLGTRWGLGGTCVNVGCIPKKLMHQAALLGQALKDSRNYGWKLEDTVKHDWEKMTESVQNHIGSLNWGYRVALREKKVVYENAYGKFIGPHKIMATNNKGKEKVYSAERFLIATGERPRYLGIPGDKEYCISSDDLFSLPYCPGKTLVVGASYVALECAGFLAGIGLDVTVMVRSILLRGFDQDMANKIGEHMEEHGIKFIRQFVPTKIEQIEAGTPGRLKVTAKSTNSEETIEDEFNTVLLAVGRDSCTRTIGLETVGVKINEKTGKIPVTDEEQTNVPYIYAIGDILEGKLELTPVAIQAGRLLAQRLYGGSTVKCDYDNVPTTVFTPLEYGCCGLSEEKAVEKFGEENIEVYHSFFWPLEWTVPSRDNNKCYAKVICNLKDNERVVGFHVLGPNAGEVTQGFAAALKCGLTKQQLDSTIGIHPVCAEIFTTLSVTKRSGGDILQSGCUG
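Rat TrxR1 (90 nM in the dispensed reagent) was pre-reduced with 400 uM NADPH for 5 min at room temperature, then incubated with compound for 15 min. After 400 uM selenite was added, NADPH fluorescence (Ex 340/Em 450 nm) was followed for 8 min.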
TrxR1 substrate – substrates of rat thioredoxin reductase 1; AID 588456; purified TrxR1 substrate turnover, NADPH consumption readout; Potency, µM (top dose mostly 114 µM), inactives show at the top dose activity change, negative = substrate turnover; O89049; 390,000 compounds, 0.01% hits; further: potency means the concentration at half of the fitted maximal effect; on the % scale 0 is the no-effect control and ±100 the full control effect; nearly all actives have a fitted effect of over 50% in size
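Rat TrxR1, dispensed at 90 nM, was prereduced with 400 uM NADPH (final) for 5 min at ~22 deg C, then incubated with compound 15 min before 400 uM selenite. A first-read NADPH fluorescence drop versus no-compound background flagged substrates.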
USP1-UAF1 inh – USP1/UAF1 (human) deubiquitinase inhibition | O94782 | recombinant USP1/UAF1, Ub-Rhodamine cleavage fluorescence | Potency, µM (doses to about 57.1 µM), without a hit: at the highest dose activity change, negative = inhibition, actives largely listed as inhibitors | 390,000 compounds, 0.23% hits; further: potency means the concentration at half of the fitted maximal effect; on the % scale 0 is the no-effect control and ±100 the full control effect; nearly all actives have a fitted effect of over 60% in size; inactives centre near -12
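USP1/UAF1 complex (1 nM) preincubated 15 min at room temperature with compound, then Ub-Rho substrate (150 nM final) added. Kinetic fluorescence at 480/540 nm over 6 reads at 60 s intervals; 50 mM HEPES pH 7.8, 0.5 mM EDTA, 0.1 mg/ml BSA, 1 mM TCEP, 0.01% Tween-20.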
Starred values were filed as active, the others as inactive; i = inactive; ? = inconclusive; · = no result given; & = joins results of further samples; [ ] = another dose, or the depositor's remark. Unless noted, the call rests on the fitted dose curve; in most records, active means well fitted curve in the direction sought with a large enough effect; inconclusive means small, poorly fitted or top-dose-only effect, or another doubt; inactive means no such curve, though single readings can be large; an effect the other way counts as inactive or inconclusive.

1. O=C(O)C1CCN(C(=O)c2cc(F)cc3c2OCOC3)CC1
2. CN1C(=O)C(CC(=O)NC2CCCCC2)SC1=Nc1ccccc1 (centres undefined)
3. CSc1nnc(-c2ccc(NC(=O)CCc3ccccc3)cc2)n1C
4. COc1ccc(C(=O)NC(CO)c2nnc(SCc3ccc(Cl)c(Cl)c3)n2C)cc1 (centres undefined)
5. C=CCn1c(=N)n(CC(O)c2ccco2)c2ccccc21 (centres undefined)
6. CN(c1ccccc1)S(=O)(=O)c1ccc(NC(=O)c2ccc(F)cc2)cc1
7. O=C(CCCn1c(=O)c2cccn2c2ccc(F)cc21)NCc1ccc(Cl)cc1
8. COc1cc(O)c(C(CCN2CCCC2)c2ccc(N(C)C)cc2)c(OC)c1 (centres undefined)

| assay / compound | 1 | 2 | 3 | 4 | 5 | 6 | 7 | 8 |
| --- | --- | --- | --- | --- | --- | --- | --- | --- |
| PI4K2A block | 2.0 | -3.9 | 1.5 | -4.1 | -11.0 | -2.4 | 1.1 | 3.2 |
| GLS inh | -9.2% | 45.4%[activator] | 3.1% | -9.6% | -0.6% | 10.2% | 7.2% | 29.9% |
| Pin1 inh | -3.7% | 1.2% | -2.3% | -1.5% | -9.1% | 2.3% | -1.3% | 10.0%&-1.4% |
| PGK inhibitor | i | · | -3.0% | -2.0% | -4.9% | -3.5% | -4.9% | -5.6% |
| HP1b binding inh | 47.0%[activator] | 20.1% | 27.2% | -5.8% | 30.0% | 25.5% | 27.1% | ? |
| mIDH1 inhibitor | 4.8% | 7.8% | -2.4% | 7.5% | -1.0% | -7.9% | -15.6% | 0.0% |
| rTrxR1 inhibitor | 8.9%[57.1 µM] | 24.2% | -5.3% | 26.3% | -5.3% | 4.2% | 21.3% | -13.4%&3.4% |
| TrxR1 substrate | 5.7%[57.1 µM] | 0.0% | -10.2% | 12.5% | -4.0%[57.1 µM] | -6.8% | 11.5%[11.4 µM] | 2.5%&-0.3% |
| USP1-UAF1 inh | -16.3% | -20.5% | -1.8% | -10.2% | -1.0% | -10.6% | -3.1% | -19.3% |

9. O=C(NCC(=O)N(Cc1ccccc1)C(C(=O)NC1CCCCC1)c1ccco1)c1ccco1 (centres undefined)
10. Cc1ccc2cccc(OC(=O)c3ccc4c(c3)OCCO4)c2n1
11. CCN(CC)C(=O)CSc1nc(-c2cccs2)cc(-c2cccs2)c1C#N
12. COc1cc(N)c(Cl)cc1C(=O)OCC(=O)NCC1CCCCC1
13. CCN(CC)c1nn2c(=O)c(C(=O)NCc3ccc(N(C)C)cc3)cnc2s1
14. COc1ccc(OC)c(Cc2nnc(CCC(=O)N3CCC(N4CCCCC4)CC3)o2)c1
15. O=C(Nc1ccc(Br)cc1)c1cccc(N2C(=O)CCC2=O)c1
16. CCCC/S(C)=N/S(=O)(=O)c1ccc(C)cc1 (centres undefined)

| assay / compound | 9 | 10 | 11 | 12 | 13 | 14 | 15 | 16 |
| --- | --- | --- | --- | --- | --- | --- | --- | --- |
| PI4K2A block | -1.0 | -0.6 | 3.3 | 4.2 | -0.4 | -3.4 | -1.8 | -1.5 |
| GLS inh | -15.7% | -7.9% | ? | 2.5% | 6.3% | 9.9% | 6.4% | 5.4% |
| Pin1 inh | 6.3% | 0.0% | 14.8% | ? | -1.0% | -5.3% | 1.4% | 2.2% |
| PGK inhibitor | -4.4% | 0.8% | -5.3% | 4.7% | -1.2% | i | -2.9% | 4.3% |
| HP1b binding inh | -3.1% | 26.7% | -30.0% | 9.9%[57 µM] | 39.6%[activator] | 39.6%[activator] | 5.8% | 19.5% |
| mIDH1 inhibitor | -5.1% | 1.2% | -6.7% | -1.6% | 4.0% | -6.1% | 4.0% | 9.2% |
| rTrxR1 inhibitor | -15.5% | 13.4% | -11.5% | -8.7%[2.29 µM] | 2.7%[57.1 µM] | 5.0%[57.1 µM] | -8.6% | -2.2%[57.1 µM] |
| TrxR1 substrate | -3.4% | 3.5% | 39.0%[activator] | -5.8%[2.29 µM] | -2.3%[57.1 µM] | -1.3%[57.1 µM] | -7.4% | 5.3%[57.1 µM] |
| USP1-UAF1 inh | -16.4% | -1.3% | -26.2% | 3.0% | -25.5% | -16.6% | -5.3% | -5.5% |

17. Cc1cc(NCCCN2CCOCC2)n2c(nc3ccccc32)c1C#N
18. CC(=O)c1c(C)[nH]c(C(=O)Nc2cccc(S(=O)(=O)N(C)C)c2)c1C
19. COCCn1c(C)cc(C(=O)COC(=O)c2cccc(O)c2)c1C
20. Cc1cccc(OCc2nc3ccccc3c(=O)n2N)c1
21. Oc1ccc(Cl)cc1C=Nc1ccc(Br)cc1

| assay / compound | 17 | 18 | 19 | 20 | 21 |
| --- | --- | --- | --- | --- | --- |
| PI4K2A block | 1.0 | -4.8 | -19.2 | 7.5 | -1.9 |
| GLS inh | 1.9% | -7.6% | 12.0% | 114.3%[activator] | 15.7% |
| Pin1 inh | -5.3% | -10.2% | -11.6% | -5.7% | -8.4% |
| PGK inhibitor | 1.2% | -5.2% | -17.4% | i | -8.7% |
| HP1b binding inh | 53.2%[activator] | 33.5% | -5.7% | -14.2% | 33.6% |
| mIDH1 inhibitor | -1.3% | -6.7% | 2.3% | 5.7% | -2.0% |
| rTrxR1 inhibitor | 7.8%[57.1 µM] | 17.1%[57.1 µM] | 9.0% | 11.0%[57.1 µM] | 0.1% |
| TrxR1 substrate | 294.1%[activator][57.1 µM] | 8.9%[57.1 µM] | -1.5% | 0.0% | -5.5% |
| USP1-UAF1 inh | -23.1% | -15.7% | -1.8% | -18.0% | -20.4% |

Shown field by field: 4 of the compounds above
17: Cc1cc(NCCCN2CCOCC2)n2c(nc3ccccc32)c1C#N
- PI4K2A block = 1.0
- GLS inh = 1.9%
- Pin1 inh = -5.3%
- PGK inhibitor = 1.2%
- HP1b binding inh = 53.2%[activator]
- mIDH1 inhibitor = -1.3%
- rTrxR1 inhibitor = 7.8%[57.1 µM]
- TrxR1 substrate = 294.1%[activator][57.1 µM]
- USP1-UAF1 inh = -23.1%

18: CC(=O)c1c(C)[nH]c(C(=O)Nc2cccc(S(=O)(=O)N(C)C)c2)c1C
- PI4K2A block = -4.8
- GLS inh = -7.6%
- Pin1 inh = -10.2%
- PGK inhibitor = -5.2%
- HP1b binding inh = 33.5%
- mIDH1 inhibitor = -6.7%
- rTrxR1 inhibitor = 17.1%[57.1 µM]
- TrxR1 substrate = 8.9%[57.1 µM]
- USP1-UAF1 inh = -15.7%

19: COCCn1c(C)cc(C(=O)COC(=O)c2cccc(O)c2)c1C
- PI4K2A block = -19.2
- GLS inh = 12.0%
- Pin1 inh = -11.6%
- PGK inhibitor = -17.4%
- HP1b binding inh = -5.7%
- mIDH1 inhibitor = 2.3%
- rTrxR1 inhibitor = 9.0%
- TrxR1 substrate = -1.5%
- USP1-UAF1 inh = -1.8%

20: Cc1cccc(OCc2nc3ccccc3c(=O)n2N)c1
- PI4K2A block = 7.5
- GLS inh = 114.3%[activator]
- Pin1 inh = -5.7%
- PGK inhibitor = i
- HP1b binding inh = -14.2%
- mIDH1 inhibitor = 5.7%
- rTrxR1 inhibitor = 11.0%[57.1 µM]
- TrxR1 substrate = 0.0%
- USP1-UAF1 inh = -18.0%

Compound activity (PubChem)

Not all compounds are listed; rates above refer to the full screens.
